Assay outcomes deposited in PubChem by Vanderbilt High Throughput Screening Facility.
rmGlu8 calcium flux: rat mGlu8 modulation via Gqi9 calcium signal, confirmation, counter-screen for GIRK activator project, cell-based, HEK293 rmGlu8, Gqi9 chimera; AID 623869; HEK293 rmGlu8/Gqi9 calcium flux, Fluo-4 fluorescence; glutamate at EC20 added after compound; 4% of 2,100 active; calls only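 (single compound addition from 20 µM solution with 0.2% DMSO)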;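 active = calcium fluorescence trace judged by eye to show a response, as agonist, enhancer of the glutamate response, or inhibitor; inactive = trace judged by eye to show no response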
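Material: rat mGlu8 HEK-293 cells with transient Gqi9. Medium: HEPES-buffered HBSS, pH 7.4. Compound: one dose, 20 µM addition solution, 0.2% DMSO. Schedule: compound 4 min before glutamate, then 2 min recording. Technique: Fluo-4 calcium fluorescence sampled at 1 Hz.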
Calls only; i = inactive. This is a subset. The share of hits here may be higher or lower than overall.

SMILES	rmGlu8 calcium flux
Cc1ccc(OCC(=O)NCCN2CCN(C(=O)COc3ccc(C)cc3)CC2)cc1	i
